From PubChem
PTAP TSG101 blk: blocks PTAP/TSG101 interaction to inhibit HIV-1 budding. Q99816. Fluorescence polarization, FITC-PTAP peptide / Tsg101 binding. Potency, µM (top dose mostly 115 µM), inactives show at the top dose activity change, negative = inhibition, actives largely listed as inhibitors. 340,000 tested, under 10 active; active = well fitted inhibition curve with a large enough effect in the main read-out, with a control signal flat, not every such curve was filed as active; inconclusive = small, poorly fitted or top-dose-only effect, or effect the other way, or a change in a side signal; inactive = no such curve, though single readings can be large or run the other way; also: potency is read from the fitted curve at half-maximal effect; % of control where 0% means no effect
Target sequence (Q99816 whole entry, looked up): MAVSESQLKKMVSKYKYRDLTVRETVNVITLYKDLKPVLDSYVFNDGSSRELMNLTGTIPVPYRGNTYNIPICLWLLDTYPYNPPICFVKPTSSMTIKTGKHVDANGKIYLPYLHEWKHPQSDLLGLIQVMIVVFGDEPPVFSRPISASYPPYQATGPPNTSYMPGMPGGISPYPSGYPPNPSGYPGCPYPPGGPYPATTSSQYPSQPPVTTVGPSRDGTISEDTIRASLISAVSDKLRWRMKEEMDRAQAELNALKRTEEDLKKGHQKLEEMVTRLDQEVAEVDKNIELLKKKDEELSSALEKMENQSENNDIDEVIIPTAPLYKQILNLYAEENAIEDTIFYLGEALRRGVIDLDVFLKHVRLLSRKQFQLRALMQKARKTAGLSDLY
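Tsg101 binding domain (10 uM final) was mixed with compound and a FITC-labeled PTAP peptide (50 nM final) in HEPES pH 7.5 buffer with NaCl, Tween 20, EDTA and TCEP; fluorescence polarization was read after 20 min at r.t.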
B2AR arrestin: recruits beta-arrestin to the human beta2-adrenergic receptor | AID 492947 | P07550 | beta-arrestin recruitment to beta2AR, cell-based reporter | Potency, µM (highest dose often 46.1 µM), for inactives: at the top dose activation, hits mostly activators | actives 0.02% (n = 330,000);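 also: potency is read from the fitted curve at half-maximal effect; 0% = DMSO controls and full agonism = EC100 isoproterenol or metaproterenol; nearly all actives have a fitted effect of over 65% in size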
Target sequence (P07550 whole entry, looked up): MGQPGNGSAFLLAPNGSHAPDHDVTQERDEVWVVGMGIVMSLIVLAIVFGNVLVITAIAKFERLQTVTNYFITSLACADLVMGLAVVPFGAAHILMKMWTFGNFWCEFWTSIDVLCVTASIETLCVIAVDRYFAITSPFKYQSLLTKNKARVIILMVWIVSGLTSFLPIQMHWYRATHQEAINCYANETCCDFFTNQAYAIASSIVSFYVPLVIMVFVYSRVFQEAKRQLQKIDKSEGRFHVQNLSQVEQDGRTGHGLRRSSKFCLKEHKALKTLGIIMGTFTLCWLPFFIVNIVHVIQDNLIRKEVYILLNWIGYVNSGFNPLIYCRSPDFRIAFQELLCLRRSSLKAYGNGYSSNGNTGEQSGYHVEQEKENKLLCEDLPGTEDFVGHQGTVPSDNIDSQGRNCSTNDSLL
A-T KAP1 phos: potential ataxia-telangiectasia treatment; actives 0.19% (n = 320,000); […] A-T fibroblasts, KAP-1 phosphorylation AlphaLISA; neocarzinostatin DNA damage 30 min before lysis; Potency, µM (titrated, usually from 57.5 µM), without a hit: at the top dose activation, actives largely listed as activators; also: potency is read from the fitted curve at half-maximal effect; % of control where 0% means no effect; nearly all actives have a fitted effect of over 45% in size
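ATM-like activity read as KAP-1 phosphorylation via AlphaLISA donor/acceptor antibody pairs after lysis and 6 hr at 25C. Cells were ATM-null patient fibroblasts ([…], hTERT), dosed 60 min, then exposed to the DSB inducer NCS for 30 min.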
MLL CXXC-DNA inh: blocks binding of human MLL CXXC domain to DNA; Q03164; MLL-CXXC / FITC-HOXA9 DNA fluorescence polarization; Potency, µM (series often up to 115 µM), inactives show top-dose activity change, negative = inhibition, most hits filed as inhibitors; actives 0.037% (n = 290,000); active = well fitted inhibition curve with a large enough effect in the polarisation, with a control signal flat, not every such curve was filed as active; inconclusive = small, poorly fitted or top-dose-only effect, or effect the other way, or a change in a side signal; inactive = no such curve, though single readings can be large or run the other way; the % refers to the polarisation; also: potency is read from the fitted curve at half-maximal effect
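Steps: dispense CXXC domain solution (7 uM) → pin compounds or unlabeled HOX-A9 DNA control → 5 min ambient → add FLSN-HOX-A9 solution (50 nM) → spin → 30 min ambient → fluorescence polarization. Tris pH 7.5/NaCl/DTT/BSA buffer.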
BRCA1 expr act: BRCA1 expression activation; AID 624202; actives 1.1% (n = 380,000); MCF7-BRCA1-FFLuc reporter, luminescence, 48 h; response scale: scaled: vehicle 0%, 10 µM genistein 100%; Potency, µM (highest dose often 46.1 µM), for inactives: at the highest dose activation, usual class: activators; also: potency is read from the fitted curve at half-maximal effect; nearly all actives have a fitted effect of over 80% in size; some results filed as inactive show a strong effect at the top dose
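Reporter cells (MCF7, BRCA1 promoter-firefly luciferase) received library compounds across a concentration series for 48 h. End-point luminescence was measured and concentration-effect curves derived after normalization.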
Integrin act MD: integrin-mediated muscular dystrophy alleviation activation; alpha7betagal myoblasts, beta-gal FDG fluorescence, 48 h; Potency, µM (top dose mostly 38.3 µM), for inactives: at the highest dose activation, hits mostly activators; actives 0.064% (n = 350,000); AID 624291;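 also: potency is read from the fitted curve at half-maximal effect; 100% = response of the positive control SU9516; nearly all actives have a fitted effect of over 60% in size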
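Alpha7betagal+/- myoblasts (passage 13) were plated 16-24 hr, then exposed to compounds (1:260 dilution of DMSO stock) for 48 hours at 37C. After MPER lysis, β-galactosidase reporter activity was read as FDG fluorescence (ex 480/em 540) after 30 minutes.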
ELG1 DNA repair: inhibitors of ELG1-dependent DNA repair in HEK293T cells; HEK293T ELG1-luciferase reporter, luminescence, 16 h; DNA damage induced by 5-fluorouridine; Potency, µM (top dose mostly 46.1 µM), inactives show at the highest dose activity change, negative = inhibition, most hits filed as inhibitors; actives 2.3% (n = 330,000); also: potency is read from the fitted curve at half-maximal effect; % is scaled to controls: 0 for no effect and ±100 for the full control effect; nearly all actives have a fitted effect of over 55% in size
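5-Fluorouridine DNA damage + compound/DMSO, 2,000 cells/well, 16 h, 37 °C/5% CO2. ONE-Glo, 30 min RT, luminescence. Readout = decrease in reporter signal.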
TCR activator: activates T cell receptor signaling; primary human leukocytes, anti-CD3, IL-2 HTRF, 48 h; Potency, µM (highest dose often 9.22 µM), inactives show at the highest dose activation of IL-2 secretion, usual class: activators; 330,000 tested, under 10 active; also: % of control where 0% means no effect
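48 hr co-incubation of compounds, a-CD3 beads and primary human leukocytes; IL-2 quantified homogeneously by HTRF with anti-IL-2 K and d2 conjugates.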
TRPV1 agonist: agonists of human vanilloid receptor 1 (TRPV1); Q8NER1; TRPV1-expressing cells, Fluo-8 calcium influx, agonist mode; activation, % at 8.33 µM; actives 0.19% (n = 320,000); in the data active = activation above about 80%; inconclusive = between about 30% and that limit; also: 0% is about no effect
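Cells expressing TRPV1 were dye-loaded with Fluo-8 and read kinetically: 10 s baseline, 3 min after compound (agonist portion), then 2 min after EC20 capsaicin (allosteric enhancer portion). Calcium-bound dye fluorescence at 480/520 nm.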
p53 reactivation: re-activators of mutant p53; Potency, µM (top dose mostly 92.2 µM), without a hit: at the highest dose activity change, positive = activation, usual class: activators; actives 0.063% (n = 320,000); H1299 p53-A138V BP100-luciferase reporter, luminescence, 24 h; also: potency is read from the fitted curve at half-maximal effect; % of control where 0% means no effect; nearly all actives have a fitted effect of over 45% in size
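p53-null H1299 cells stably carrying temperature-sensitive p53-A138V and a BP100-luciferase reporter were pinned with compounds (4-point, 1:5 series) and held 24 hrs at 37 deg C. Luminescence was read 10 min after detection reagent.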
The depositor's hits bear a star; ? = inconclusive; · = no result given; & = joins results of further samples; [ ] = dose if it differs, or a comment. Unless noted, calls follow the shape of the dose curve; as a rule, active = well fitted curve in the direction sought with a large enough effect; inconclusive = small, poorly fitted or top-dose-only effect, or another doubt; inactive = no such curve, though single readings can be large; an effect the other way counts as inactive or inconclusive.

SMILES	PTAP TSG101 blk	B2AR arrestin	A-T KAP1 phos	MLL CXXC-DNA inh	BRCA1 expr act	Integrin act MD	ELG1 DNA repair	TCR activator	TRPV1 agonist	p53 reactivation
CC1Sc2ccccc2N(CC(=O)N(C(C)C)C(C)C)C1=O (stereo not given)	-7%	-0.1%	4%	8%	0%	14%	-2%	-5%	-1	-4%
CC(C)Nc1nc(Cl)nc(NNC(=O)C(C)Oc2ccccc2)n1 (stereo not given)	-6%	-0.1%	1%	20%	17%	-19%	0%	·	-2	3%
O=c1cc(-c2ccccc2)[nH]c2ccc(F)cc12	1%	-1.0%	-6%	11%	-41%	-1%	?	-5%	-1	30%
CC[C@]12c3[nH]c4cc(CCC(=O)N(C)C)ccc4c3CCN1C(=O)[C@@H](CC(=O)NCc1cccc(C(F)(F)F)c1)C[C@@H]2C(=O)N1CCN(C(=O)C2CC2)CC1	-1%	4.6%	-2%[11.5 µM]	·	-1%	7%	-9%	-2%[46.1 µM]	·	-2%
CC(C(=O)NCc1ccccc1)N1CCN(c2ccc(F)cc2)CC1 (stereo not given)	1%	-0.8%	-20%	25%	3%	0%	-1%	2%	3	-2%
CC(C)C[C@@H](CN1CCC[C@@H]1CN1C(=O)C(=O)NC[C@@H]1Cc1ccccc1)N1C[C@H](Cc2ccc(O)cc2)N(CC2CCCCCC2)C(=O)C1=O	-8%	·	·	·	-63%	-21%	·	-57%	·	·
Cc1ccc(S(=O)(=O)Cc2ccc(C(=O)N3CCN(c4cc(C)ccc4C)CC3)o2)cc1	3%	-0.1%	0%	-1%	-78%	-3%	-16%	-1%	-2	-4%
O=C(c1ccc2c(c1)OCO2)C1CCCN(Cc2c(F)ccc(F)c2F)C1 (stereo not given)	-5%	-0.5%	-20%	14%	-22%	-4%	15%	1%	14	-7%
CCCCCCCN1CCC(=O)N(CCO)CC1	-7%	2.6%	3%	1%	1%	15%	16%	-2%	-3	·
COC(=O)c1cc2sccc2n1Cc1nc(-c2ccc(OC)cc2)oc1C	-1%	0.2%	22%	-5%	-38%	19%	?	0%	3	3%
Cc1ccc2cc(CCNC(=O)c3cccc([N+](=O)[O-])c3)c(=O)[nH]c2c1C	1%	-0.9%	3%	0%	-24%	-31%	18µM*	1%[46.1 µM]	-2	-9%
C[C@@H](NC(=O)[C@@H]1Cc2ccccc2CN1C(=O)OC(C)(C)C)C(=O)NCc1ccco1	-7%	0.6%	5%	6%	3%	10%	18%	4%	8	4%
COc1ccc(NC(=O)CS(=O)CC(=O)Nc2ccc(NC(C)=O)cc2)cc1 (stereo not given)	0%	0.6%	-4%	6%	-9%	-93%[inhibitor]	21%	0%	0	4%
O=C(Nc1nnc(-c2cc(Cl)ccc2Cl)o1)C1=COCCO1	0%	0.1%	-11%	·	9%	22%	25%	-2%	3	-3%
CN(CCc1ccccc1)C(=O)c1cccc(NC(=O)Cc2cccc(NC(=O)C3CCN(C(=O)c4ccccc4)CC3)c2)c1	-11%	·	·	·	-4%	5%	·	-3%	·	·
CCCCSc1cc(=O)[nH]c(N)n1	0%	-0.7%	2%	-10%	1%	-6%	-5%	1%	-2	-1%
CCn1cc(C(=O)O)c(=O)c2cc(F)c(N3CCN(C(=S)NC(=O)c4ccccc4C)CC3)cc21	-8%	-0.6%	-6%	-15%	0%	-6%	-21%	-2%	-2	3%
Cc1ccc(CN2CCN(Cc3cccc4c3OCO4)CC2CCO)cc1 (stereo not given)	-3%	-1.8%	1%	-1%	-13%	-16%	2%	-13%	0	0%
CN1CCN(CC(=O)c2cc(C(C)(C)C)c(O)c(C(C)(C)C)c2)CC1	0%	0.4%	12%	-1%	-5%	4%	-14%	10%	9	·
Cc1occc1C(=O)Nc1ccc2ccccc2c1	0%	0.3%	11%	5%	?	26%	?	6%	?	?
O=S(=O)(CCSc1ccc(C(F)(F)F)cn1)c1ccccc1	-1%	0.6%	-4%	8%	11%	-25%	17%	5%	6	4%
CC(C)(C)c1ccc(OCC(=O)NNC(=S)NC(=O)c2ccco2)c(Br)c1	-2%	-0.5%	4%	0%	-70%	-30%	-10%	-2%	1	-12%
Cc1ccc(-n2ccnc2SCC(=O)O)c(C)c1	1%	0.0%	-5%	-1%	-4%	-5%	11%	2%	3	5%
Cc1nc(C)c(-c2ccc(SCC(=O)Nc3cccc(Cl)c3)nn2)s1	3%	-0.3%	7%	-2%	-5%	-12%	?	0%	2	0%
Cc1cc(Cl)ccc1NC(=O)C1COc2ccccc2O1 (stereo not given)	-7%	-0.5%	-1%	-3%	-47%	0%	?	·	24	7%

Individual results from the results shown:
Under ELG1 DNA repair, CC(C(=O)NCc1ccccc1)N1CCN(c2ccc(F)cc2)CC1 (stereo not given) is entered as -1%
Under TRPV1 agonist, CN1CCN(CC(=O)c2cc(C(C)(C)C)c(O)c(C(C)(C)C)c2)CC1 is entered as 9
Under p53 reactivation, O=C(c1ccc2c(c1)OCO2)C1CCCN(Cc2c(F)ccc(F)c2F)C1 (stereo not given) is entered as -7%
Under PTAP TSG101 blk, Cc1cc(Cl)ccc1NC(=O)C1COc2ccccc2O1 (stereo not given) is entered as -7%

Part of the list above, showing only TCR activator, p53 reactivation and TRPV1 agonist.
SMILES	TCR activator	p53 reactivation	TRPV1 agonist
CC[C@]12c3[nH]c4cc(CCC(=O)N(C)C)ccc4c3CCN1C(=O)[C@@H](CC(=O)NCc1cccc(C(F)(F)F)c1)C[C@@H]2C(=O)N1CCN(C(=O)C2CC2)CC1	-2%[46.1 µM]	-2%	·
CC1Sc2ccccc2N(CC(=O)N(C(C)C)C(C)C)C1=O (stereo not given)	-5%	-4%	-1

Given with two lines to a compound: entries from further up.
Below each SMILES – PTAP TSG101 blk | B2AR arrestin | A-T KAP1 phos | MLL CXXC-DNA inh | BRCA1 expr act | Integrin act MD | ELG1 DNA repair | TCR activator | TRPV1 agonist | p53 reactivation
CC(C(=O)NCc1ccccc1)N1CCN(c2ccc(F)cc2)CC1 (stereo not given)
    1% | -0.8% | -20% | 25% | 3% | 0% | -1% | 2% | 3 | -2%
Cc1occc1C(=O)Nc1ccc2ccccc2c1
    0% | 0.3% | 11% | 5% | ? | 26% | ? | 6% | ? | ?

Next section
SMILES	PTAP TSG101 blk	B2AR arrestin	A-T KAP1 phos	MLL CXXC-DNA inh	BRCA1 expr act	Integrin act MD	ELG1 DNA repair	TCR activator	TRPV1 agonist	p53 reactivation
O=C(COC(=O)[C@@H]1CCCN1S(=O)(=O)c1ccccc1F)NCc1ccc2c(c1)OCO2	-1%	0.0%	-3%	·	7%	-9%	3%	-4%	1	-6%
COCCNc1nc(-c2ccccc2)nc2c1oc1ccccc12	-2%	3.8%	-9%	-5%	-23%	4%	?	-16%	28	0%
Cc1ccc(C(=O)N/N=C2\SCC(=O)N2c2cc(C)ccc2C)cc1	-3%	0.0%	-4%	0%	47%	9%	27%	-3%[46.1 µM]	4	2%
Nc1nc(-c2cccs2)c(-c2cccs2)s1	-8%	-0.2%	0%	-3%	8%	19%	-3%	-6%	1	3%
COc1cc(SC)ccc1C(=O)Nc1c(Cl)cncc1Cl	-4%	0.0%	1%	7%	-16%	-19%	-11%	2%	2	-3%
Cc1ccc(S(=O)(=O)N2CCN(C(=O)c3ccc(N4CCC(C)CC4)c([N+](=O)[O-])c3)CC2)cc1	0%	·	·	·	-29%	31%	·	-4%	·	·
Cc1n[nH]c(=O)nc1N1CCc2ccccc2C1	-6%	·	·	2%	-3%	6%	·	0%	-4	·
CC12CCC(=O)N1C(C(=O)OCC(=O)Nc1cccc(Br)c1)CS2 (stereo not given)	-2%	0.5%	0%	3%	-26%	15%	0%	-3%	3	1%
COC(=O)c1sccc1NC(=O)CC1C(=O)NCCN1C(=O)Nc1ccc(OCc2ccccc2)cc1 (stereo not given)	-1%	-0.1%	·	-15%	28%	-11%	12µM*	0%	6	-5%
Nc1c(-c2ccc(F)cc2)cnn1C1CCS(=O)(=O)C1 (stereo not given)	-6%	·	·	-3%	1%	19%	·	-31%	1	·
COc1ccccc1-n1cnc2cc(NC(=O)c3ccco3)ccc21	-18%	0.2%	4%	-1%	-45%	-5%	?	0%	-2	6%
Cn1c(=O)c2c(-c3ccc(C(C)(C)C)cc3)n(CC3CCCO3)cc2n(C)c1=O (stereo not given)	0%	-1.1%	-4%	-3%	1%	-13%	-1%	5%	19	20%
CCN(CC)c1nc(C#N)nc(N(CC)CC)n1	0%	-0.1%	-4%	-9%	-13%&6%	-12%	-22%	-9%	1	2%
